High-throughput results (PubChem)
GDH-TPI inh – GDH-TPI coupling enzyme inhibitors, primary screen, artefact control for M. tuberculosis FBA inhibitor project, biochemical, absorbance, full deck. GDH-TPI coupled enzyme counterscreen, NADH absorbance. inhibition, % at 4.8 µM. 360,000 tested, 1.2% active. AID 588335, 2011; in the data active = inhibition above about 30%;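 note: 0% = DMSO wells and 100% = wells lacking the enzyme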
BoNT F protease – BoNT/F light chain protease inhibitors, primary screen, biochemical, flow cytometry, MLPCN library | Botulinum neurotoxin type F light chain protease (Clostridium botulinum) | Multiplex microsphere protease cleavage assay | 360,000 tested, 0.22% active | inhibition, % at 10 µM; in the data active = inhibition above about 35%, passing the limit was not always enough; inconclusive = no clear call, values can overlap the other calls; note: plate controls were buffer without enzyme for full effect and enzyme alone for no effect
BioA inh – M. tuberculosis BioA enzyme inhibitors, primary screen, biochemical, plate reader, single point, HTS; 7,8-diaminopelargonic acid synthase BioA (Mycobacterium tuberculosis); purified M. tuberculosis BioA enzyme; inhibition, % at 9.99 µM; 360,000 tested, 0.096% active; in the data active = inhibition above about 40%; inconclusive = no clear call, values can overlap the other calls
Mtb UGM inh – M. tuberculosis UGM enzyme inhibitors, primary screen, biochemical, fluorescence polarization, single point. UDP-galactopyranose mutase (Mycobacterium tuberculosis (strain ATCC 25618 / H37Rv)), …. 320,000 tested, 0.06% active. inhibition, % at 10 µM. purified UGM, fluorescence polarization probe displacement; in the data active = inhibition above about 10%, passing the limit was not always enough; inconclusive = no clear call, values can overlap the other calls
Target sequence (P9WIQ1 whole entry, looked up): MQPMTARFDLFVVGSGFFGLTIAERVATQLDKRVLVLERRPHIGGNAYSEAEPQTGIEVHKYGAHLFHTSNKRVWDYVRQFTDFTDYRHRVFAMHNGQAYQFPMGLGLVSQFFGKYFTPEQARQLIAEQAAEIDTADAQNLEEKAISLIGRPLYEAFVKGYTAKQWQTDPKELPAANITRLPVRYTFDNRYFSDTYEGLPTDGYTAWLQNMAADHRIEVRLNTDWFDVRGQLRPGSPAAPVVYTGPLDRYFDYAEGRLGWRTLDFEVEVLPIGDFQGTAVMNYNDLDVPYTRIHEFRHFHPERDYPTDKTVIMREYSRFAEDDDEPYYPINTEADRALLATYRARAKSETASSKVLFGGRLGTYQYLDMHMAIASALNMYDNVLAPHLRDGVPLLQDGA
Rv3671c inh – Rv3671c serine protease inhibitors, primary screen, biochemical, fluorescence polarization, M. tuberculosis H37Rv; AID 2606, 2010; P9WHR9; 320,000 tested, 0.048% active; inhibition, % at 5.96 µM; in the data active = inhibition above about 38%;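 note: extracellular domain of Rv3671c used as enzyme; 0% = enzyme with DMSO and 100% = no enzyme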
FadD28 FP inh – inhibitors of FadD28 bisubstrate probe binding, primary screen, biochemical, fluorescence polarization, single point; Mycobacterium tuberculosis FadD28 fatty-acid-AMP ligase; inhibition, % at 12.5 µM; 360,000 tested, 0.22% active; in the data active = inhibition above about 8.5%, passing the limit was not always enough; inconclusive = no clear call, values can overlap the other calls
MazF activator – activators of E. coli MazEF toxin-antitoxin RNase, primary screen, biochemical, fluorescence, uHTS. FAM/BHQ RNA-DNA oligo cleavage fluorescence, 5 h. activation, % at 20 µM. Endoribonuclease toxin MazF (Escherichia coli (strain K12)), P0AE70. 350,000 tested, 0.32% active. AID 504720, 2011; in the data active = activation above about 50%
Target sequence (P0AE70 whole entry, looked up): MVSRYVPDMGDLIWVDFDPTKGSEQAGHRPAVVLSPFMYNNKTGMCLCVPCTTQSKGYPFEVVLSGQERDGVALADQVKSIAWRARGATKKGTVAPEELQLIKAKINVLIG
FBA Mtb inh – Mtb FBA enzyme inhibitors, primary screen, biochemical, fluorescence, strain H37Rv | purified M. tuberculosis FBA, fluorescence read-out | inhibition, % at 1 µM | 360,000 tested, 2.3% active | AID 588726, 2011; in the data active = inhibition above about 27%;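 note: 0% = vehicle and 100% = reference inhibitor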
Target sequence (P9WQA3 whole entry, looked up): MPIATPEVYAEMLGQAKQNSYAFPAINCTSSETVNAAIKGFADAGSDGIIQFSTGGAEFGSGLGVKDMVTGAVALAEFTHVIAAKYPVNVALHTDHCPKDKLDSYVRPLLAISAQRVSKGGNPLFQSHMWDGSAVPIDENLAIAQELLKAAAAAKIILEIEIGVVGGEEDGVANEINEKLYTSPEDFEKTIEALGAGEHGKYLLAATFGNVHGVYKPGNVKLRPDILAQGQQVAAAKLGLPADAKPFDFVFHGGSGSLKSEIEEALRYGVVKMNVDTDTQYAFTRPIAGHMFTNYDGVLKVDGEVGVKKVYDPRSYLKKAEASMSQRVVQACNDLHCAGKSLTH
PrPC TRFRET – inhibitors of human cell surface prion protein PrPC, primary screen, cell-based, TR-FRET. TR-FRET read-out. inhibition, % at 13.8 µM. 370,000 tested, 0.43% active. AID 720596, 2013; in the data active = inhibition above about 24%; note: 0% = median of the test wells and 100% = reference compound wells
* hit, by the source's call; ? = inconclusive; . = no result given; & = joins results of further samples.

SMILES | GDH-TPI inh | BoNT F protease | BioA inh | Mtb UGM inh | Rv3671c inh | FadD28 FP inh | MazF activator | FBA Mtb inh | PrPC TRFRET
CCOc1ccc(NC(=O)CN(C)C(=O)C2COc3ccccc3O2)cc1OCC (stereo unspecified) | 3 | 3 | . | 2.0 | 0 | -4.6 | 11 | 0 | 3
CCC(=O)NC(=S)Nc1ccccc1C(=O)NC1CCCCC1 | -3 | -1 | . | 1.2 | 4 | 0.2 | 8 | 2 | -1
O=S(=O)(NC1c2cccc3cccc(c23)C1N1CCNCC1)c1ccc(Cl)cc1 (stereo unspecified) | 2 | -10 | . | 0.7 | 1 | -4.8 | 8 | 2 | -17
O=C(CC(c1ccco1)C1CCCCC1=O)c1ccccc1 (stereo unspecified) | -1 | -11 | 3.2 | -0.4 | 2 | -2.3 | -3 | -2 | 0
CN(CC(=O)N1CCN(Cc2ccccc2)CC1)S(=O)(=O)c1ccc(Br)cc1 | 10 | -8 | -2.2 | -1.7 | -14 | -0.9 | -1 | 2 | 4
O=C(CCn1cccc1)Nc1ccc(OC(F)(F)F)cc1 | 1 | -6 | . | 0.0 | 2 | -3.1 | 3 | -8 | -2
O=C(OCc1ccccc1)N1CCC2CC1c1ccc(/C=C/CCCCl)cc12 (stereo unspecified) | . | -6 | -1.4 | . | . | -1.3 | . | 0 | -2
COC(=O)c1cccc(NC(=O)CSc2nc(O)c(-c3ccccc3)c(=O)[nH]2)c1 | 2 | 4 | . | 3.7 | 1 | -1.3 | 5 | 1 | -1
CC(=O)c1c(C)[nH]c(C(=O)OCC(=O)N2CCCC2=O)c1C | 5 | -3 | 5.6 | 0.9 | 6 | -0.5 | 1 | 5 | -3
CCN(CC(=O)Nc1cc(Cl)ccc1C)C(=O)C1CCN(c2ncnc3sc(C)c(C)c23)CC1 | 10 | -6 | 0.3 | . | . | -0.4 | -29 | 0 | 9
O=C(CCCC(=O)N(CC(=O)NC1CCCC1)Cc1ccccc1)Nc1ccccn1 | -6 | -6 | 1.0 | -1.7 | 1 | -0.5 | -4 | -1 | 2
Oc1ccc2ccccc2c1C=Nc1ccccc1 | 2 | 19 | -2.3 | -1.6 | 5 | 0.7 | -10 | 2 | -5
O=C(COC(=O)C1Cc2ccccc2CN1C(=O)c1ccccc1Cl)Nc1ccc(N2CCOCC2)cc1 (stereo unspecified) | -10 | -12 | -1.2 | -2.2 | 0 | -3.0 | -2 | -5 | 0
CCOc1cc2c(C)cc(=O)oc2cc1Cl | 10 | -3 | -1.5 | -1.8 | -11 | -3.3 | 1 | 5 | 2
Cc1oc2c(C)c3oc(=O)c(CCC(=O)N4CCC(C(=O)NCCC(=O)O)(c5ccccc5)CC4)c(C)c3cc2c1C | 14 | -1 | . | 0.8 | -2 | -5.0 | -5 | 13 | -4
CCN1CCN(c2oc(-c3ccccc3)nc2S(=O)(=O)c2ccc(C)cc2)CC1 | 0 | 14 | 0.6 | . | . | -2.8 | 6 | 3 | -15
Cc1cc(C)n(-c2nc(SCC(=O)Nc3nccs3)c3c4c(sc3n2)COC(C)(C)C4)n1 | 9 | -6 | -0.3 | -2.0 | 2 | -2.0 | -6 | 2 | -1
COc1ccc(-c2nn(-c3ccccc3)cc2C(=O)NC(=S)NNC(=O)c2ccncc2)cc1 | 8 | -4 | 2.1 | 3.1 | 11 | -0.2 | 4 | 6 | -6
C=CCNC(=S)N1CCN(CCN=CC2=C(O)CC(c3ccc(Cl)cc3)CC2=O)CC1 (stereo unspecified) | -8 | 1 | 1.5 | -0.9 | -2 | -2.8 | 3 | 0 | 2
COc1ccccc1N1CCN(C(=O)/C=C/c2ccc3c(c2)OCO3)CC1 | 43* | -2 | 1.6 | -1.9 | -6 | -2.4 | -5 | 1 | 3
COc1ccc2[nH]cc(CCNS(=O)(=O)c3ccc(F)cc3)c2c1 | 1 | 3 | 3.6 | -3.7 | 5 | 0.9 | 4 | 0 | -4
O=C(Nc1ccc(Cl)c(C(F)(F)F)c1)C1Cc2c(-c3ccccc3Oc3ccccc3)ccnc2O1 (stereo unspecified) | 4 | -4 | -1.4 | . | . | -3.4 | . | -4 | -3
C=CCNC(=S)Nc1ccccc1-c1nnc2n1CCCCC2 | 5 | -2 | 0.9 | 0.2 | 7 | 0.4 | -4 | 2 | -6
CC(C)=NN1C(=O)c2ccccc2NC1(C)C | 7 | ? | . | -2.0 | 1 | -3.3 | -3 | 37* | -1
O=C(Nc1nccs1)c1cc2c(s1)-c1ccccc1OC2 | 27 | -7 | -2.2 | 0.5 | -19 | -1.6 | -6 | 28* | 1
CCOC(=O)NC(=O)CN1C(=O)NC2(CCc3ccccc32)C1=O (stereo unspecified) | -3 | -6 | -0.6 | 0.4 | -3 | -1.7 | 8 | 1 | -5
CCOC(=O)C1(Cc2cccc(OC)c2)CCCN(C(=O)CCN2CCCO2)C1 (stereo unspecified) | -8 | -4 | -0.3 | -0.9 | 4 | -1.4 | 5 | -2 | 1
Cc1cc(C)cc(N(CCC#N)C(=O)CSc2ncnc3sccc23)c1 | 5 | 0 | 12 | 1.6 | -2 | -1.2 | -5 | 5 | 9
O=C(CCCCCN1C(=O)c2cccc3cccc(c23)C1=O)NCc1ccco1 | 17 | -7 | -1.3 | 1.9 | 2 | -2.3 | -1 | 19 | -5
Cc1nc(-c2ccccc2)sc1-c1n[nH]c(=S)n1C | 14 | 54* | 1.2 | 3.9 | 4 | -1.2 | 5 | 0 | -10
CCn1c(SCC(=O)NCC(=O)Nc2ccc(F)cc2)nnc1-c1ccncc1 | -2 | 1 | 5.4 | 3.8 | 11 | 0.4 | -6 | -2 | -9
CCCCNS(=O)(=O)c1ccc(OC)cc1 | 2 | -11 | -0.3 | 1.0 | 6 | 0.3 | 5 | 2 | 8
COc1cc(C2NC(=O)NC(c3ccccc3)=C2C(C)=O)c(Cl)cc1OCC(=O)O (stereo unspecified) | 7 | -3 | . | -4.1 | 0 | -4.5 | 1 | -3 | -4
CCC[C@@H](OS(N)(=O)=O)[C@@H](Cc1ccccc1)C(=O)OCC | 8 | -9 | -1.5 | -0.9 | -5 | 0.2 | 0 | 3 | -1
CC(=O)N1CCc2c(sc(NC(=O)c3cccc(N4C(=O)CCC4=O)c3)c2C(N)=O)C1 | 10 | 1 | 0.3 | 3.2 | -16 | -1.7 | -28 | 4 | -10
O=C1CC(c2ccccc2)CN1C(=O)c1cccc([N+](=O)[O-])c1 (stereo unspecified) | 7 | 1 | -0.2 | 3.7 | -6 | -0.1 | 2 | -2 | -3
CCc1nc2ccccc2c(C(=O)OCCN2C(=O)c3ccccc3C2=O)c1C | 1 | 2 | . | 0.0 | -8 | -2.0 | -3 | 9 | 5
Cc1cc(C)c2c(=O)n(CC(=O)NCCCN3CCOCC3)sc2n1 | -7 | 15 | -2.3 | 0.9 | 3 | 1.3 | -14 | 9 | .
COc1ccc(OCC(=O)NNC(=O)C(=O)Nc2ccc(C)cc2)cc1 | 8 | -7 | . | -0.9 | -13 | 0.8 | -2 | -1 | -1
CCOc1ccccc1NC(=O)N1CCC(NC(=O)C2CCCCC2)CC1 | -6 | -6 | . | . | . | -1.3 | 3 | 0 | -5

Molecules from the list above that have a COOH group, in the order listed:
SMILES | GDH-TPI inh | BoNT F protease | BioA inh | Mtb UGM inh | Rv3671c inh | FadD28 FP inh | MazF activator | FBA Mtb inh | PrPC TRFRET
Cc1oc2c(C)c3oc(=O)c(CCC(=O)N4CCC(C(=O)NCCC(=O)O)(c5ccccc5)CC4)c(C)c3cc2c1C | 14 | -1 | . | 0.8 | -2 | -5.0 | -5 | 13 | -4
COc1cc(C2NC(=O)NC(c3ccccc3)=C2C(C)=O)c(Cl)cc1OCC(=O)O (stereo unspecified) | 7 | -3 | . | -4.1 | 0 | -4.5 | 1 | -3 | -4

New compounds follow:
SMILES | GDH-TPI inh | BoNT F protease | BioA inh | Mtb UGM inh | Rv3671c inh | FadD28 FP inh | MazF activator | FBA Mtb inh | PrPC TRFRET
CCOC(=O)C1(CCCc2ccccc2)CCN(C(=O)CCc2cnn(C)c2)CC1 | 4 | -2 | . | 0.4 | -2 | -0.4 | -1 | -2 | 4
CC(C)CC(CO)N1CCN(C(=O)c2cccc(C(F)(F)F)c2)CCC1=O (stereo unspecified) | 8 | 6 | -0.1 | 0.5 | 1 | -2.2 | 5 | -1 | -3
Cc1ccc(S(=O)(=O)NC(=O)c2ccc(Br)o2)c(C)c1 | -4 | 8 | 1.9 | 0.3 | 2 | -0.4 | 3 | 0 | 1
CN1CCN(CCCN2c3ccccc3Sc3ccc(Cl)cc32)CC1 | -10 | -16 | 4.3&3.5 | 4.4&-0.6 | 7&4 | 8.2* | 6&24 | 0 | -16
Cc1cc(C(F)(F)F)nn1Cc1n[nH]c(=S)n1-c1cccc(Cl)c1 | 4 | 7 | -0.4 | -0.8 | -1 | -2.5 | 8 | 1 | -1
CC(=O)N1CCC(C(=O)Nc2ccc(S(=O)(=O)N3CCCCC3)cc2)CC1 | -3 | 3 | 0.6 | 0.3 | 0 | -0.8 | 6 | 0 | 4
Cc1ccc(NC(=S)N2CCN(c3nccc(C(F)(F)F)n3)CC2)c(C)c1 | -2 | -12 | 0.7 | 1.4 | -1 | -0.7 | 0 | 2 | -3
CC1(Cc2ccccc2OC(F)(F)F)C(=O)Nc2ccc(S(=O)(=O)NC3CCCCC3)cc21 (stereo unspecified) | 7 | 0 | -1.6 | . | . | -3.6 | . | -6 | 20
CCn1cc(C(=O)NCCc2ccccc2)c(=O)c2cc(S(=O)(=O)N(C)C)ccc21 | 1 | -2 | 0.0 | 2.2 | -5 | 1.7 | 5 | 19 | 0
Cc1ccc(NCc2nnc(SCC(N)=O)n2CC2CCCO2)c(C)c1 (stereo unspecified) | 16 | -5 | 1.7 | 2.0 | -13 | -1.4 | 8 | -11 | -4

Complete entries from above. Order of values: GDH-TPI inh, BoNT F protease, BioA inh, Mtb UGM inh, Rv3671c inh, FadD28 FP inh, MazF activator, FBA Mtb inh, PrPC TRFRET
`CCOc1ccc(NC(=O)CN(C)C(=O)C2COc3ccccc3O2)cc1OCC` (stereo unspecified) is entered as 3, 3, ., 2.0, 0, -4.6, 11, 0, 3
`CC(=O)N1CCC(C(=O)Nc2ccc(S(=O)(=O)N3CCCCC3)cc2)CC1` is entered as -3, 3, 0.6, 0.3, 0, -0.8, 6, 0, 4
`C=CCNC(=S)Nc1ccccc1-c1nnc2n1CCCCC2` is entered as 5, -2, 0.9, 0.2, 7, 0.4, -4, 2, -6

Going on with the list.
SMILES | GDH-TPI inh | BoNT F protease | BioA inh | Mtb UGM inh | Rv3671c inh | FadD28 FP inh | MazF activator | FBA Mtb inh | PrPC TRFRET
Cc1nnc(OC(C)C)c2nn(-c3ccccc3F)c(C)c12 | 6 | -5 | 11 | 0.1 | 12 | -1.8 | -9 | 0 | -2
O=C1COc2ccc(C(=O)COC(=O)c3ncc(Cl)c(Cl)c3Cl)cc2N1 | 10 | 5 | . | 1.3 | -5 | -3.0 | -13 | 4 | -9
Cc1ccc(CC2C(=O)N(C)C(=O)N(C)C2=O)s1 | -4 | -4 | 1.8 | -1.6 | -13 | -3.2 | 0 | 3 | -4
C[C@@H]1CN([C@H](C)CO)C(=O)CCCn2nncc2CO[C@@H]1CN(C)S(=O)(=O)c1ccc2ccccc2c1 | -5 | 10 | -1.8&0.1&0.0 | . | . | -1.9 | 4 | 2 | -1
COC(=O)C1CCN(C(=O)CSc2nc3ccc(OC)cc3[nH]2)CC1 | 2 | -2 | . | 1.3 | 3 | 0.2 | -5 | -1 | 4
CCOC(=O)C1=CN2CCCC[C@@H]2CC1=O | -4 | 4 | -3.0 | 3.9 | -4 | -3.7 | 0 | -3 | -5
CC(Oc1ccc(F)cc1)C(O)CCN(C)C (stereo unspecified) | -1 | -2 | . | 4.1 | 5 | -0.4 | 10 | -3 | 8
Cc1nc(-n2nnc3cc(C)c(C)cc32)c2c3c(sc2n1)CCCC3 | -1 | 1 | -0.1 | 0.1 | 5 | 0.4 | -5 | 6 | -5
